GPR35 antagonists: inhibition of zaprinast-stimulated GPR35 beta-arrestin translocation – imaging, U2OS, beta-arrestin-GFP, zaprinast agonist, primary screen (AID 2058). U2OS GPR35 beta-arrestin-GFP translocation imaging, zaprinast antagonism; higher % means a stronger effect. inhibition, % at 10 µM; hits with a dose series show IC50 in µM. 0.052% of 290,000 active;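 active = inhibition of at least 50% with at least 30 cells and total cytoplasm GFP at most 10,000,000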
GPR55 beta-arrestin: GPR55 agonists via beta-arrestin recruitment, primary screen, imaging, U2OS cells, beta-arrestin-GFP redistribution (AID 1961); 0.048% of 290,000 active; U2OS GPR55 beta-arrestin-GFP redistribution imaging; higher % means a stronger effect; one-dose activation, % at 10 µM; EC50 in µM for titrated hits;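 active = activation above 40% with more than 50 cells counted in the well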;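 note: U2OS osteosarcoma cells stably expressing GPR55 and beta-arrestin-GFP; plate controls were DMSO negative control for no effect and LPI positive control for full effect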
NOD1 NF-kB reporter: NOD1 signaling inhibitors, primary screen, cell-based, luminescence, uHTS (AID 1578) | NOD1-driven NF-kB luciferase reporter cells, luminescence; higher % means a stronger effect | inhibition, % at 4 µM, or EC50 in µM where a hit was titrated | 1% of 290,000 active; in the data active = inhibition mostly above about 36%, no sharp cut-off; inactive = mostly below about 34%;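 note: HEK-293T reporter cells stimulated with the NOD1 agonist gamma-tri-DAP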
KOR beta-arrestin-1: kappa opioid receptor blockers – cell-based, luminescence, uHTS (AID 1778) | KOR beta-arrestin recruitment, luminescence, antagonist mode; higher % means a stronger effect | inhibition, % at 10 µM, or IC50 in µM where a hit was titrated | 0.091% of 290,000 active; in the data active = inhibition above about 50%; note: strong numbers were not always called active
NTR1 ag: NTR1-driven beta-arrestin-GFP spot formation – imaging, U2OS cells, high content, primary screen (AID 493036); P30989; 0.17% of 330,000 active; activation, % at 20 µM; agonist mode;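 active = activation at or above 40% of the spot to cytoplasm intensity ratio, with at least 20 cells analyzed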;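 note: 0% = DMSO without peptide and 100% = 100 nM NTR1 peptide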
Target sequence (P30989 whole entry, looked up): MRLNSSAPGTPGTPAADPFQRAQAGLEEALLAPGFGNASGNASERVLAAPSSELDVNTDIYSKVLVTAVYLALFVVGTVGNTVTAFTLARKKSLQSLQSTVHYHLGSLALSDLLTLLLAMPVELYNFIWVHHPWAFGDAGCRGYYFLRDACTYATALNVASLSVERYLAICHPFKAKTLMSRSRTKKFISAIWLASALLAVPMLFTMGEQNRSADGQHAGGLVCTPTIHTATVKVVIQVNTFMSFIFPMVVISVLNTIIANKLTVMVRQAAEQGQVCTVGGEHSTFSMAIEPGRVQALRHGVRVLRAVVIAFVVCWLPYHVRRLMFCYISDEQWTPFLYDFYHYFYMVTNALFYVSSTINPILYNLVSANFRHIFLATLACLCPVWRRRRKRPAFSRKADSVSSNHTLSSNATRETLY
UTI89 phage lysis: protection from phage-mediated lysis, alamar blue read-out – E. coli UTI89, K1F phage, bacterial capsule biogenesis inhibitors (AID 488966); E. coli UTI89 K1F phage lysis, alamar blue, 2 h; higher % means a stronger effect; inhibition, % at 100 µM; hits with a dose series show IC50 in µM; 0.02% of 340,000 active;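 active = phage lysis inhibition, versus mean bacterial control, above a set limit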;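 note: capsule biogenesis inhibitors block K1F phage lysis so surviving cells raise fluorescence; higher fluorescence means more inhibition of phage lysis; actives were called in the ten point dose series up to 300 µM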
GPR55 antagonists: GPR55 antagonists blocking LPI-driven arrestin recruitment, primary screen, imaging, U2OS, beta-arrestin-GFP, LPI agonist (AID 2013) | one-dose inhibition, % at 10 µM; IC50 in µM for titrated hits | 0.13% of 290,000 active | U2OS GPR55 beta-arrestin-GFP translocation imaging, LPI antagonism; higher % means a stronger effect;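 active = spots per cell inhibited over 60%, with over 100 cells counted and total cytoplasm intensity under 500,000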;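 note: U2OS cells stably carrying GPR55 and arrestin-GFP stimulated by 5 µM LPI near EC80; imaged beta-arrestin-GFP aggregate spots per cell after agonist stimulation; plate controls were LPI-stimulated DMSO wells for no effect and DMSO wells without LPI for full effect; some results filed as inactive read as strong as hits; confirmed hits need IC50 under 10 µM and bright autofluorescent wells are also inconclusive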
MgcRacGAP inhibition: MgcRacGAP GTPase-activating activity inhibitors, confirmation, biochemical, ADP Hunter fluorescence. MgcRacGAP-stimulated Rac1 GTP hydrolysis, ADP Hunter fluorescence; higher % means a stronger effect; GST-tagged Rac1 F28L mutant substrate. one-dose inhibition, % at 30 µM; IC50 in µM for titrated hits. 0.6% of 340,000 active. AID 624330;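 active = first-screen hits whose inhibition reached a set limit at any dose in the follow-up dose series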;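 note: fluorescence reports GDP produced by GAP-driven GTP hydrolysis; strong numbers were not always called active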
KOR beta-arrestin-2: kappa opioid receptor activators – cell-based, luminescence, uHTS, primary screen (AID 1777) | activation, % at 10 µM; hits with a dose series show EC50 in µM | 0.02% of 280,000 active | KOR beta-arrestin recruitment, luminescence; higher % means a stronger effect; in the data active = activation above about 50%, passing the limit was not always enough; note: a part of the inactive calls stands beside numbers as strong as those of hits
NTR1 ag cell count 20 µM: second read-out of NTR1 ag, no call of its own (marks repeat the call); cell count; measured here: cell count, cytotoxicity flag
* = called active by the depositor; . = no result given; & = joins results of further samples; [ ] = remark or other dose. These rows are one share of the data; count on the stated rates, not on these rows.

Molecule | UTI89 phage lysis | NTR1 ag cell count 20 µM | GPR35 antagonists | NOD1 NF-kB reporter | GPR55 antagonists | KOR beta-arrestin-2 | NTR1 ag | MgcRacGAP inhibition | KOR beta-arrestin-1 | GPR55 beta-arrestin
COc1ccccc1N1CCN(C(=O)CCc2nnc3ccc(N4CCOCC4)nn23)CC1 | 0.3% | 64 | -23.0% | -17.3% | 10.8% | -4.8% | 0.2 | 16.4% | -10.0% | -0.1%
CN(c1ccccc1)c1nc(N)c(C#N)c(CC#N)c1C#N | 1.6%[50 µM] | 76 | 1.8% | -1.0% | -4.5% | -3.6% | 4.7 | 5.6% | 6.0% | 1.3%
O=C(/C=C/c1ccc([N+](=O)[O-])cc1)N1CCN(c2ccccc2F)CC1 | 1.8%[50 µM] | 81 | -3.5% | -20.4% | -1.2% | 2.1% | 2.3 | 3.0% | -5.7% | -0.3%
NC(=S)N/N=C/c1ccc2ccccc2c1 | 7.5% | 53 | -1.9% | -23.1% | 7.9% | 1.1% | -0.6 | 10.7% | -9.7% | -0.3%
CC(=O)NC(Cc1cccc(C)c1)C(=O)NC1CCN(C(=O)c2ccc([N+](=O)[O-])cc2)CC1 (stereo not drawn) | 0.0% | 83 | 2.4% | -20.5% | -0.3% | -5.3% | -1.2 | 9.6% | 8.1% | -0.3%
CCCN(CCC)C(C(=O)Nc1cccc(OC)c1)c1ccccc1 (stereo not drawn) | 0.6% | 87 | 23.0% | 0.3% | 9.6% | 2.1% | 0.9 | 4.0% | 1.0% | -0.2%
CC(C)CCNC(=O)C1c2ccccc2Oc2ccccc21 | 0.5% | 56 | 5.8% | -18.3% | 11.0% | -2.8% | -0.4 | 11.6% | 18.3% | -0.1%
N=C1C(c2nc(-c3cccc([N+](=O)[O-])c3)cs2)=C(O)CN1NC(=O)c1ccco1 | 0.0% | 97 | -15.1% | -24.0% | 6.4% | -6.6% | -1.1 | 2.7% | 31.4% | -0.3%
COc1ccc(/C=C2\SC(N3CCc4ccccc4C3)=NC2=O)cc1OC | -0.2%[50 µM] | 54 | 12.1% | -29.1% | 6.0% | 0.7% | 3.3 | 10.4% | 33.9% | -0.4%
Cc1ccc(-c2nnc(N3CC(C)OC(C)C3)c3ccccc23)cc1 (stereo not drawn) | -0.5% | 50 | 13.6% | -8.9% | -6.3% | 6.0% | 3.2 | 3.8% | -1.3% | -0.2%
CCCn1c(=O)c2ccccc2n2c(SCC(=O)c3ccc(F)cc3)nnc12 | . | . | -0.9% | -41.0% | -13.5% | 5.4% | . | . | 7.1% | -0.2%
COc1ccc(CCC(=O)N2CCc3ccccc32)cc1 | -0.5% | 77 | 20.6% | -33.0% | -12.8% | 0.0% | 0.4 | 2.8% | -41.8% | -0.1%
COC(=O)c1ccc(Cl)c(NC(=O)NC2CCCCC2)c1 | 0.1% | 40 | -3.0% | -14.6% | -1.9% | -1.2% | 1.1 | 14.1% | 24.3% | 0.2%
Cc1ccc2cc(CCNC(=O)CCCc3ccccc3)c(=O)[nH]c2c1C | 0.1% | 60 | 33.0% | -6.5% | 6.6% | 2.3% | 1.7 | -1.5% | -27.7% | -0.1%
COc1ccc(/C=N/NC(=O)CN(C)S(=O)(=O)c2ccc(NC(C)=O)cc2)cc1 | -0.1% | 62 | -13.7% | -24.2% | -5.8% | -1.0% | 0.1 | 5.4% | 5.4% | -0.3%
CC(NC(=O)C(=O)N1CCOCC1)C(c1cccs1)N1CCN(c2ccccc2F)CC1 (stereo not drawn) | 0.0% | 49 | 16.4% | -23.9% | 5.5% | 5.9% | -0.8 | 5.2% | -5.0% | -0.2%
O=C1C=CC(=O)N1Nc1ccc(Br)cc1 | 0.2%[50 µM] | 40 | -12.1% | -23.8% | 2.3% | -3.1% | 1.4 | -0.7% | 15.4% | -0.2%
Cc1csc(NC(=O)CCc2nc3ccccc3s2)n1 | 0.4% | 65 | -1.7% | -34.0% | -14.3% | -1.6% | -0.8 | 8.6% | 25.6% | -0.2%
CCOc1cc(CO)cc(Br)c1OCC(=O)Nc1ccccc1C | -0.1% | 73 | -4.5% | -25.2% | 11.8% | -2.2% | 1.9 | 14.0% | 0.3%[20 µM] | 0.2%
Cc1ccc(/C=N/Nc2nc3ccccc3[nH]2)s1 | 0.5% | 29 | -15.4% | -21.7% | -17.1% | -2.0% | 5.1 | -6.0% | 67.2% | -0.1%
O=C(O)/C=C\C(=O)Nc1ccc(F)c(F)c1F | -0.5% | 54 | -4.4% | -6.7% | -6.8% | -1.4% | 0.3 | -0.8% | 30.8% | -0.2%
CCNc1nc(NCC)n2c(SCC(=O)O)nnc2n1 | 0.5% | 50 | 8.8% | -24.2% | 0.6% | -0.2% | -2.0 | 8.8% | 33.6% | 0.3%
CCOc1ccccc1NC(=O)c1nc(S(=O)(=O)Cc2cccc(C)c2)ncc1Cl | -0.1% | 56 | 23.6% | 8.1% | 9.5% | 9.8% | 21.0 | 7.3% | -4.8% | -0.1%
Cn1c(N)c(C(=O)c2cc(-c3ccncc3)nc3ccccc23)c(=O)n(C)c1=O | 0.3% | 60 | -7.7% | -13.0% | 4.0% | 5.1% | 0.8 | 6.5% | -27.6% | -0.1%
C[c-]1[c-](C)[c-](C)[c-](C)[c-]1C.[Fe].c1cc2nccc(N3CCCC3)[c-]2c1 (stereo not drawn) | 4.4%&0.8% | 72&84 | -6.5% | 4.1% | 4.5% | -0.4% | 0.4&3.5 | 7.3%&-2.4% | 13.9% | -0.2%
COc1ccccc1-c1cc(C(F)(F)F)nc(NCc2cccs2)n1 | -0.1%[50 µM] | 46 | -21.1% | -8.6% | 16.9% | -1.3% | 14.0 | 2.5% | -0.5% | 0.1%
CCC(C)NC(=O)C1c2ccccc2Oc2ccccc21 (stereo not drawn) | 4.8% | 50 | 4.3% | 14.3% | -6.2% | 1.2% | 0.2 | 10.2% | -13.5% | -0.2%
Cc1ccc(-c2cc(C(=O)Nc3nn[nH]n3)c3ccccc3n2)c(C)c1 | 0.4% | 54 | -1.4% | -0.7% | 22.2% | -2.5% | 5.4 | 10.3% | -15.9% | -0.1%
CN1C(=O)CC(N2CCN(c3ccccn3)CC2)C1=O (stereo not drawn) | 0.2% | 83 | -5.0% | 15.8% | 8.4% | 4.2% | 0.2 | 12.6% | -9.0% | 0.3%
COc1ccc(S(=O)(=O)n2nc(OC(=O)c3c(-c4ccccc4Cl)noc3C)cc2N)cc1 | 2.1% | 46 | 0.3% | 46.9% | -4.9% | 1.5% | 4.6 | 1.9% | -9.0% | 0.3%
O=S(=O)(c1ccc(S(=O)(=O)N2CCCN(Cc3ccccc3)C2)cc1)N1CCCCCC1 | 0.7% | 50 | 1.7% | -13.6% | 5.4% | 59.8% | -0.2 | -0.3% | 0.1% | 0.0%
CC(=O)C12OC1CC1C3CCC4=CC(=O)CCC4(C)C3CCC12C (stereo not drawn) | 0.3% | 61 | -3.5% | 6.0% | -4.2% | -2.8% | -0.5 | 10.5% | -40.1%[20 µM] | 0.1%
COc1ccc(C(=O)CC(=O)Nc2ccc([N+](=O)[O-])cc2)cc1 | 0.1% | 60 | -1.2% | -14.5% | 6.0% | -0.5% | 0.5 | 4.0% | -30.7%[20 µM] | 0.5%
CCOC(=O)c1ccccc1NC(=S)N1CCC(N2CCCCC2)CC1 | 0.7%[50 µM] | 59 | 5.2% | -25.0% | 9.6% | 1.4% | -2.5 | 4.3% | 9.2% | 0.1%
COc1ccc(S(=O)(=O)NCCc2csc(C)n2)cc1C | 0.5% | 33 | 20.3% | -6.4% | 16.5% | -1.4% | 1.8 | 8.9% | -11.0% | 0.0%
CC(C)(C)C1CCC(C(=O)OCC(=O)N2CCN(C(=O)c3ccco3)CC2)CC1 (stereo not drawn) | -0.6% | 61 | -17.0% | -19.8% | 16.2% | 1.4% | 0.2 | 8.7% | 21.5% | -0.3%
Cc1cc(C)cc(N(CC(=O)Nc2c(C)n(C)n(-c3ccccc3)c2=O)S(C)(=O)=O)c1 | 0.2% | 89 | 8.9% | -30.2% | 22.9% | -2.1% | -2.1 | 3.3% | -21.5% | -0.2%
Cc1ccsc1C(C(=O)NC1CCCCC1)N(C(=O)Cc1cccs1)C1CC1 (stereo not drawn) | -0.1% | 45 | 3.2% | -16.4% | -7.9% | -2.1% | -1.1 | -3.3% | 27.1% | -0.2%
O=C(CNC(=O)c1ccc(Br)cc1)N/N=C/c1ccc[nH]1 | 0.7% | 59 | 1.6% | -28.8% | -13.7% | 3.0% | 0.7 | -6.5% | 27.9% | 0.4%
COc1ccc(Cn2nnc3c(=O)[nH]c(C4CCN(C(=O)c5ccccc5Cl)CC4)nc32)cc1 | -0.4% | 46 | 4.4% | 6.9% | -23.4% | 2.0% | -1.1 | 11.3% | -19.1% | -0.1%
COCCCn1c(SCc2nnc(-c3ccc(OC)c(OC)c3)o2)nnc1-c1ccncc1 | 0.3% | 35 | -6.9% | -34.5% | 5.2% | 1.5% | 1.1 | 8.9% | -32.7% | 0.3%
COc1ccc(CCN2C(=O)C(O)=C(C(C)=O)C2c2ccccc2OC)cc1OC (stereo not drawn) | 0.4% | 40 | 0.8% | -14.5% | -6.1% | 0.2% | -0.7 | 1.1% | -7.3% | 0.1%
O=C(c1ccc(CNS(=O)(=O)c2ccc(Br)cc2)cc1)N1CCCCCC1 | 0.1% | 75 | -4.1% | 4.1% | -0.6% | -1.9% | 0.7 | 9.5% | -30.5% | -0.1%
CC(=O)Nc1cccc(NC(=O)Nc2cccc3ccccc23)c1 | 0.1% | 49 | -7.3% | -3.6% | -17.2% | 0.5% | -0.2 | 5.2% | -23.7% | -0.1%
O=C(CSc1nc2ccccc2c(=O)n1CC1CCCO1)Nc1ccccc1 (stereo not drawn) | 0.1% | 42 | -2.6% | -14.0% | 3.7% | 3.4% | 2.1 | 3.8% | -8.1% | -0.2%
COc1cc2c(cc1OC)C1=C(C#N)CN(CC(=O)O)CN1CC2 | 2.8% | 63 | -6.9% | -0.1% | 12.9% | 3.1% | 0.5 | 5.2% | 33.3% | -0.1%
CCN1CCCC1CNC(=O)c1ccc(Sc2ccccc2Cl)c([N+](=O)[O-])c1 (stereo not drawn) | 0.7% | 48 | -2.7% | -15.8% | 10.4% | 1.7% | 1.6 | 5.0% | -46.3% | 0.0%
COc1ccc(/C=N/NC(=O)c2ccn[nH]2)cc1Cn1nc(C)c([N+](=O)[O-])c1C | . | 50 | 0.4% | 1.1% | -1.9% | 4.0% | 0.2 | . | -18.7% | -0.1%
Cc1noc(C)c1CSc1ncnc2sc3c(c12)CCC(C)C3 (stereo not drawn) | . | 85 | -4.7% | -18.0% | -4.7% | 0.1% | 5.0 | . | 36.1% | -0.2%

Screens (PubChem)
